Assay outcomes from PubChem.
GAA inh – qHTS Assay for Inhibitors of Human alpha-Glucosidase as a Potential Chaperone Treatment of Pompe Disease; purified human GAA, 4-MU-alpha-glucoside fluorescence; Potency, µM (titrated, usually from 76.9 µM), without a hit: at the highest dose activity change, negative = inhibition, hits mostly inhibitors; actives 0.005% (n = 200,000);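 also: potency is read from the fitted curve at half-maximal effect; plate controls were uninhibited enzyme wells for no effect and no-enzyme background for full effect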
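Fluorescence at Ex 365/Em 440 nm from 4-methylumbelliferone reported enzyme activity after 20 min at room temperature. Reactions used 4 nM enzyme and 400 uM substrate at pH 5.0; curves fitted with the Hill equation.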
HTT aggregate – qHTS Multiplex Assay to Identify Dual Action Probes in a Cell Model of Huntington: Aggregate Formation (GFP) | Potency, µM (doses to about 46.1 µM), for the others: at the highest dose activity change, negative = inhibition, actives largely listed as inhibitors | actives 1.1% (n = 220,000) | PC12 HttQ103-GFP aggregates, Acumen cytometry, 40 h | AID 1688, 2009; also: potency is read from the fitted curve at half-maximal effect; % is scaled to controls: 0 for no effect and ±100 for the full control effect; nearly all actives have a fitted effect of over 60% in size
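Using laser scanning cytometry, GFP-positive aggregates were counted after lysis of PC12 cells induced with 100 nM tebufenozide to express HTT exon 1 Q103–GFP. Compounds were tested in titration.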
aGlu spleen mod – qHTS Assay for Inhibitors and Activators of Human alpha-Glucosidase From Spleen Homogenate. human spleen homogenate, 4-MU-alpha-glucoside fluorescence. Potency, µM (top dose mostly 79.9 µM), without a hit: at the highest dose activity change, negative = inhibition, usual class: inhibitors. actives 0.006% (n = 240,000). Lysosomal alpha-glucosidase (Homo sapiens), P10253;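 also: potency is read from the fitted curve at half-maximal effect; 0% = enzyme with vehicle and -100% = no enzyme basal signal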
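Human spleen homogenate (1 ug) with 4-methylumbelliferyl-alpha-D-glucopyranoside (1 mM final) in 50 mM citrate/phosphate pH 5.0, 0.01% Tween-20; 40 min at 37 C. Stopped at pH 10; 4-MU fluorescence Ex 365/Em 440 nm; AC50 by Hill fit.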
CBFb RUNX1 block – qHTS Assay for Compounds Blocking the Interaction Between CBF-beta and RUNX1 for the Treatment of Acute Myeloid Leukemia; AID 1477, 2009; AlphaScreen CBFb-His/RUNX1-biotin binding, biochemical; 230,000 tested, under 10 active; Potency, µM (titrated, usually from 59.8 µM), for inactives: at the highest dose activity, negative = inhibition, most hits filed as inhibitors; Runt-related transcription factor 1 (Homo sapiens) + Core-binding factor subunit beta …; also: % of control where 0% means no effect
Target sequence (Q01196 whole entry, looked up): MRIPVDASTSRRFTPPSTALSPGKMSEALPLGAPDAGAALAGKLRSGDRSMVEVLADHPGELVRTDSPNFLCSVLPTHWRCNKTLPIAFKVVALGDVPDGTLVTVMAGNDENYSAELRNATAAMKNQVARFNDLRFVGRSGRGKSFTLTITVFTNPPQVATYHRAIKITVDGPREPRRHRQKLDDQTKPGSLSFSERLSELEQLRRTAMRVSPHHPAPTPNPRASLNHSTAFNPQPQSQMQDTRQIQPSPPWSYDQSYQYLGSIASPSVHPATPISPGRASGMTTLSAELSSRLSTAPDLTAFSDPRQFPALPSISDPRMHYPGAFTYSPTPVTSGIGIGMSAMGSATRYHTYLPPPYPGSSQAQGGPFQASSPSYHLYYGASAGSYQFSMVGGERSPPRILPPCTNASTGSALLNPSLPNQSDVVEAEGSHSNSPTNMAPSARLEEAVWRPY
Target sequence (Q13951 whole entry, looked up): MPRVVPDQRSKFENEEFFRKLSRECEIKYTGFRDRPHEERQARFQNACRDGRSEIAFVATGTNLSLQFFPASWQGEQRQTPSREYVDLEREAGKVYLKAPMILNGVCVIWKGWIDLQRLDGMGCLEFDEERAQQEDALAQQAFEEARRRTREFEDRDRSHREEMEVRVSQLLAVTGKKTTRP
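CBF-beta (His) and RUNX1 (biotin), 30 nM each; 20 min preassociation; + compound, 15 min; + beads 50 ng each (Ni, streptavidin), 90 min; RT; AlphaScreen read.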
GAA glycogen mod – qHTS Assay for Inhibitors and Activators of Human alpha-Glucosidase Cleavage of Glycogen. recombinant GAA, glycogen substrate, Amplex Red glucose oxidase fluorescence. Potency, µM (titrated, usually from 76.4 µM), for inactives: at the highest dose activity change, negative = inhibition, most hits filed as inhibitors. actives 0.38% (n = 300,000). AID 2100, 2009;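 also: potency is read from the fitted curve at half-maximal effect; 0% = full enzyme reaction and -100% = no-enzyme basal signal; the screen sought inhibitors and activators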
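Recombinant human enzyme (4 nM); glycogen substrate; 37 C, 40 min, pH 5.0. Readout: coupled glucose oxidase/Amplex Red fluorescence.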
HTT cytoprotect – qHTS Multiplex Assay to Identify Dual Action Probes in a Cell Model of Huntington: Cytoprotection (ATP); PC12 HTT-Q103 induced, cytoprotection, ATP luminescence, 40 h; Potency, µM (series often up to 56.4 µM), without a hit: cytoprotection (ATP increase), most hits filed as activators; actives 0.14% (n = 230,000); AID 1471, 2008;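 also: potency is read from the fitted curve at half-maximal effect; % of control where 0% means no effect; nearly all actives have a fitted effect of over 45% in size; toxic huntingtin expression switched on by the ecdysone agonist tebufenozide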
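Readout: ATPlite luminescence (ATP level). Model: stable PC12, inducible Htt exon1 Q103-GFP. Inducer: tebufenozide, 100 nM final. Compounds: dose series. No G418 in medium.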
LMNA splice mod – qHTS Assay for Modulators of Lamin A Splicing | HeLa LMNA splicing GFP/RFP minigene ratio, 48 h | Potency, µM (highest dose often 46.1 µM), for the others: top-dose ratio change, negative = inhibition, usual class: inhibitors | actives 0.01% (n = 200,000) | AID 1487, 2009; active = well fitted inhibition curve with a large enough effect in the signal ratio, with a control signal flat, not every such curve was filed as active; inconclusive = small, poorly fitted or top-dose-only effect, or effect the other way, or a change in a side signal; the % refers to the signal ratio; also: potency is read from the fitted curve at half-maximal effect; % is scaled to controls: 0 for no effect and ±100 for the full control effect
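Read-out is the ratio of GFP to DsRed2 object intensity, acquired by 488 nm laser-scanning cytometry on HeLa lamin A-EGFP minigene reporter cells. Compound incubation 48 hrs at 37 °C in Opti-MEM with 2% FBS; DMSO 0.5% final.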
Numbers without * were called inactive; ? = inconclusive; · = not tested or not shown; & = joins results of further samples; [ ] = dose if it differs, or a comment. Unless noted, calls follow the shape of the dose curve; as a rule, active = well fitted curve in the direction sought with a large enough effect; inconclusive = small, poorly fitted or top-dose-only effect, or another doubt; inactive = no such curve, though single readings can be large; an effect the other way counts as inactive or inconclusive.

(1) COC(=O)CC(NC(=O)Nc1ccc(C)cc1)c1cccc([N+](=O)[O-])c1 (centres undefined)
(2) Cc1cccc(C)c1NC(=O)C1CC(=O)N(C(C)C)C1 (centres undefined)
(3) COc1ccc(NC(=O)c2ccc3ccccc3c2)cc1NS(=O)(=O)c1ccc(F)cc1
(4) COC(=O)[C@@]1(Cc2ccc(OC)cc2)[C@H]2c3cc(C(=O)N(C)C)n(C[C@H](O)CO)c3C[C@H]2CN1C(=O)c1ccccc1
(5) O=C(Nc1ccc(Cl)cc1)c1ccc(-n2cncn2)c([N+](=O)[O-])c1
(6) Cc1cc(C)cc(NC(=S)N(Cc2ccc(Br)cc2)Cc2ccc(C(=O)O)cc2)c1
(7) O=C(Nc1ccc(N2CCOCC2)cc1)c1cc2c(s1)CCCCC2
(8) Cc1ccnc(NS(=O)(=O)c2ccc(C(C)(C)C)cc2)c1
(9) COc1ccc2c(c1)OC(=O)CC2c1ccccc1C (centres undefined)
(10) Cc1ccccc1Nc1nc(N)nc(CSc2ccccc2)n1

assay / entry,1,2,3,4,5,6,7,8,9,10
GAA inh,3%,-12%,-4%,3%,-2%,-8%,2%,2%,·,3%
HTT aggregate,11%[9.22 µM],4%,5%,10%,-11%,-20%,3%,-4%[9.22 µM],·,13%
aGlu spleen mod,5%,1%,-2%,1%&2%,-7%,-9%,-20%,-6%,3%[119 µM],-1%
CBFb RUNX1 block,-1%,3%,-5%,1%[2.36 µM],6%,-18%,-24%,-1%,-2%[89.1 µM],-1%
GAA glycogen mod,-4%,5%,2%,6%,-11%,-4%,-18%,-9%,·,9%
HTT cytoprotect,-3%,-1%[10 µM],8%[10 µM],2%,4%[10 µM],-18%,-55%,-10%[10 µM],-41%[inhibitor][96.6 µM],7%[10 µM]
LMNA splice mod,19%[46 µM],16%,?,-1%,-5%,·,?,?,·,10%

(11) CCOc1ccccc1C(=O)Nc1nncs1
(12) COc1ccc(N/C(C)=C2/C(=O)C(=O)N(CCO)C2c2ccc(Br)cc2)cc1 (centres undefined)
(13) O=P(O)(O)O[C@@H]1[C@H](O)[C@H](O)[C@@H](OP(=O)(O)O)[C@H](OP(=O)(O)O)[C@H]1O
(14) O=c1c2ccccc2nc(SCc2cc(F)ccc2F)n1C1CCCC1
(15) CCCCn1c(=O)[nH]c(=O)c2c1nc(CN1C(=O)c3ccccc3S1(=O)=O)n2CCC
(16) O=C(/C=C/c1ccco1)NCCCN1CCN(CCCNC(=O)/C=C/c2ccco2)CC1
(17) O=C(O)CSc1nnc(-c2ccccc2)o1
(18) Cc1ccc(NC(=O)c2c(NC(=O)CCC(=O)O)sc3c2CCCCC3)cc1
(19) O=C(COC(=O)COc1ccc(Nc2ccccc2)cc1)NCc1ccco1
(20) N#CC1=C2Nc3ccccc3N2C(=O)NC1(c1ccccc1)C(F)(F)F (centres undefined)

assay / entry,11,12,13,14,15,16,17,18,19,20
GAA inh,0%,-7%,·,-4%,8%,-4%,-1%,4%,0%,12%
HTT aggregate,1%,-1%,·,2%,-4%,-19%,8%,2%[9.22 µM],5%,5%
aGlu spleen mod,-1%,2%,5%,3%,7%,-3%,-1%,-1%,8%,4%
CBFb RUNX1 block,-3%,-7%,-10%,-2%,3%,-8%,4%,-12%,-18%,0%
GAA glycogen mod,8%,-11%,·,4%,8%,3%,1%,5%,-24%,0%
HTT cytoprotect,2%,6%[0.074 µM],-28%,-10%,-12%,2%[0.074 µM],-5%[10 µM],2%[10 µM],-7%[10 µM],8%
LMNA splice mod,-9%,17%,·,-2%,0%,-4%,7%,?,-3%,4%

(21) Cc1cccc(-c2noc(CN(C(=O)c3ccc(Br)o3)C(C)C)n2)c1
(22) COc1ccc(NC(=O)C2(c3ccc(NC(=O)c4ccc(OC(C)=O)cc4)cc3)CCCC2)cc1
(23) O=C(CN(CCc1ccccc1)C(=O)CNS(=O)(=O)c1ccc(F)cc1)NCc1ccco1
(24) O=C(C(Cc1ccccc1)n1cccc1)N1CCCCC1 (centres undefined)
(25) CNc1ccc(/C=C(\CCC(=O)O)c2nc3ccccc3s2)cc1[N+](=O)[O-]
(26) O=C(CSc1nnc(-c2ccco2)o1)NCC(=O)c1ccccc1
(27) CCOc1cc(C(N)=O)cc(Br)c1OC
(28) Cc1occc1C(=O)NNC(=O)COc1ccc(Br)cc1Br
(29) COc1ccc(C(C)(C)C)cc1NC(=O)c1cc(S(=O)(=O)N(C)C)ccc1N1CCCC1
(30) CC1(C)Cc2c(C#N)c(OCC(=O)c3ccc(Cl)cc3)nc(-c3ccoc3)c2CO1

assay / entry,21,22,23,24,25,26,27,28,29,30
GAA inh,?,3%,?,-3%,?,-8%,3%,0%,·,10%
HTT aggregate,-7%,23%,18%,-18%,27%,?,20%,15%,-21%,28%
aGlu spleen mod,5%,-11%,-2%,4%,17%,-14%,0%,-1%,-8%,6%
CBFb RUNX1 block,4%,3%,-3%,-10%,?,3%,5%,2%,-7%,14%
GAA glycogen mod,-2%,6%,2%,-6%,18%,7%,2%,-2%,-9%,4%
HTT cytoprotect,-21%,-51%[inhibitor],-15%[10 µM],9%,-4%[10 µM],2%[0.074 µM],-28%[10 µM],·,-37%[10 µM],-11%
LMNA splice mod,?,7%,14%,-3%,-22%,3%,2%,4%,-11%,-3%

(31) CN(c1ccc(OCC(=O)OCC(=O)Nc2ccccc2F)cc1)S(=O)(=O)c1cccs1
(32) CN(C)CCNC=C(C(=O)Nc1ccc(Cl)cc1Cl)C(=O)Nc1ccc(Cl)cc1Cl
(33) CC(=O)Oc1ccc(N2C(=O)C3C4C=CC(C5CC45)C3C2=O)cc1[N+](=O)[O-] (centres undefined)
(34) CCOc1ccc(CN2CCN(Cc3cccn3-c3ncccn3)CC2CCO)cc1 (centres undefined)
(35) Cc1ccc(Cl)cc1NC(=S)N(C)N
(36) CCOC(=O)c1ccc2[nH]c3c(c2c1)CCCC3C(=O)OCC (centres undefined)
(37) CCN(CC)C(=O)CSc1ncnc2sccc12
(38) Nn1c(SCC(=O)Nc2ccccc2F)nnc1-c1cccnc1
(39) Cc1cc(C)cc(-n2ccnc2SCC(=O)Nc2ccc3c(c2)OCCO3)c1
(40) COc1ccccc1CNC(=O)COc1ccc(C)nc1[N+](=O)[O-]

assay / entry,31,32,33,34,35,36,37,38,39,40
GAA inh,-5%,-6%,-12%,0%,-4%,?,4%,4%,-14%,1%
HTT aggregate,-11%,-16%,-17%,?,1%[9.22 µM],?,-5%,9%,2%,-6%
aGlu spleen mod,-5%,-5%,4%,-2%,3%,4%,·,-13%,?,-4%
CBFb RUNX1 block,-9%,4%,7%,4%,-3%,0%,4%,-3%,-20%,0%
GAA glycogen mod,2%,6%,-5%,0%,-21%,-5%,5%,2%,-2%,5%
HTT cytoprotect,·,32%[10 µM],10%[10 µM],-28%,4%[10 µM],9%,-23%,-2%,8%[10 µM],-12%
LMNA splice mod,0%,-1%,-11%,·,·,5%,·,?,-19%,9%[46 µM]

8 entries from above, with bars between the fields.
entry | mol | GAA inh | HTT aggregate | aGlu spleen mod | CBFb RUNX1 block | GAA glycogen mod | HTT cytoprotect | LMNA splice mod
30 | CC1(C)Cc2c(C#N)c(OCC(=O)c3ccc(Cl)cc3)nc(-c3ccoc3)c2CO1 | 10% | 28% | 6% | 14% | 4% | -11% | -3%
31 | CN(c1ccc(OCC(=O)OCC(=O)Nc2ccccc2F)cc1)S(=O)(=O)c1cccs1 | -5% | -11% | -5% | -9% | 2% | · | 0%
32 | CN(C)CCNC=C(C(=O)Nc1ccc(Cl)cc1Cl)C(=O)Nc1ccc(Cl)cc1Cl | -6% | -16% | -5% | 4% | 6% | 32%[10 µM] | -1%
33 | CC(=O)Oc1ccc(N2C(=O)C3C4C=CC(C5CC45)C3C2=O)cc1[N+](=O)[O-] (centres undefined) | -12% | -17% | 4% | 7% | -5% | 10%[10 µM] | -11%
34 | CCOc1ccc(CN2CCN(Cc3cccn3-c3ncccn3)CC2CCO)cc1 (centres undefined) | 0% | ? | -2% | 4% | 0% | -28% | ·
35 | Cc1ccc(Cl)cc1NC(=S)N(C)N | -4% | 1%[9.22 µM] | 3% | -3% | -21% | 4%[10 µM] | ·
36 | CCOC(=O)c1ccc2[nH]c3c(c2c1)CCCC3C(=O)OCC (centres undefined) | ? | ? | 4% | 0% | -5% | 9% | 5%
37 | CCN(CC)C(=O)CSc1ncnc2sccc12 | 4% | -5% | · | 4% | 5% | -23% | ·

(list continues)
(41) COc1ccc2c(c1)CCc1c-2nc2ccccc2c1N1CCOCC1
(42) COc1ccc(Cc2nn3c(Cn4nnc5ccccc54)nnc3s2)cc1
(43) C=CCOC(=O)c1ccc(-n2cnc(C)n2)nc1
(44) Cc1cc(Nc2ccc3c(c2)OCCO3)c2ccccc2n1
(45) CCC(C)(c1ccc(C(=O)OC)s1)c1ccc(C(=O)OC)s1
(46) c1cncc(-c2nc3cc4ccccc4cc3[nH]2)c1
(47) CCN(CC)C(=O)c1ccccc1NC(=O)c1cccc(S(=O)(=O)N(CC)CC)c1

assay / entry,41,42,43,44,45,46,47
GAA inh,·,2%,-7%,8%,?,4%,?
HTT aggregate,-2%[9.22 µM],-7%,-8%[9.22 µM],11%,3%,8%,29%
aGlu spleen mod,4%,-2%,1%,1%,0%,-5%,-17%
CBFb RUNX1 block,16%,-7%,0%,-6%,?,4%,-3%
GAA glycogen mod,8%,3%,-2%,0%,1%,-10%,-1%
HTT cytoprotect,-5%[10 µM],14%[10 µM],-16%,?,-3%,-149%[inhibitor],·
LMNA splice mod,·,-11%,1%[9.22 µM],-13%,?,11%,5%
